Screening data: PubChem BioAssay, National Center for Advancing Translational Sciences (NCATS)
TrxR1 substrate: is turned over as a substrate by rat TrxR1. actives 0.01% (n = 390,000). Potency, µM (series often up to 114 µM), for the others: at the top dose activity change, negative = substrate turnover. O89049. purified TrxR1 substrate turnover, NADPH consumption readout; further: potency means the concentration at half of the fitted maximal effect; on the % scale 0 is the no-effect control and ±100 the full control effect; nearly all actives have a fitted effect of over 50% in size
Target sequence (O89049 whole entry, looked up): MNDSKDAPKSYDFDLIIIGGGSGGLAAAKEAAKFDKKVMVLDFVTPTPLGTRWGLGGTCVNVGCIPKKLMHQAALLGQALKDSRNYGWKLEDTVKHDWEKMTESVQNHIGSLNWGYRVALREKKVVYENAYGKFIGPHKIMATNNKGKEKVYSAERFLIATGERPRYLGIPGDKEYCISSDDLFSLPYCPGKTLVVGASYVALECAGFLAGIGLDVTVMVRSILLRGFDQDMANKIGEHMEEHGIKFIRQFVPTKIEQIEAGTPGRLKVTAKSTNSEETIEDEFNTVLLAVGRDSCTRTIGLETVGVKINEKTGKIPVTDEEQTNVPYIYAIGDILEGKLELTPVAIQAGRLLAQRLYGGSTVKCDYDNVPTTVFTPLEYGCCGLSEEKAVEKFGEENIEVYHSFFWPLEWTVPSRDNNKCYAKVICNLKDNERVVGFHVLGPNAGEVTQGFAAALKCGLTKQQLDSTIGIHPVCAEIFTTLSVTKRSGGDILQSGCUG
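Rat TrxR1, dispensed at 90 nM, was prereduced with 400 uM NADPH (final) for 5 min at ~22 deg C, then incubated with compound 15 min before 400 uM selenite. A first-read NADPH fluorescence drop versus no-compound background flagged substrates.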
Vif-A3G inh: blocks the Vif interaction with human APOBEC3G; HeLa A3G-eYFP + Vif (tagged APOBEC3G with the HIV-1 protein that degrades it), YFP fluorescence, overnight; Potency, µM (doses to about 46.1 µM), inactives show top-dose activity, negative = active, hits mostly inhibitors; actives 0.076% (n = 410,000); AID 602310;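 further: potency means the concentration at half of the fitted maximal effect; on the % scale 0 is the no-effect control and ±100 the full control effect; nearly all actives have a fitted effect of over 60% in size; hits raise eYFP signal because A3G escapes Vif-driven loss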
Target sequence (Q9HC16 whole entry, looked up): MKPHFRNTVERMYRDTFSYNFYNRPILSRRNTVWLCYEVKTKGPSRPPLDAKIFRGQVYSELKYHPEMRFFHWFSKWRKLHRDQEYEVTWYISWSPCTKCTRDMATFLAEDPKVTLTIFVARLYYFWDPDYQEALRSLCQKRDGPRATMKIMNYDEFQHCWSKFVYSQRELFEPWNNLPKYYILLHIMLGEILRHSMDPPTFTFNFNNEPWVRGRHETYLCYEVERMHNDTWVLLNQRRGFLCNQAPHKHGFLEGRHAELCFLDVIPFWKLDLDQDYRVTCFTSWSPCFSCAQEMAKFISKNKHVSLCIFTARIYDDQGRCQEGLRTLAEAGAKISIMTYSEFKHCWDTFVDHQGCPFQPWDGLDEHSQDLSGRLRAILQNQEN
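HeLa cells stably expressing Vif and C-terminally eYFP-tagged A3G, seeded overnight at 37 deg C, then exposed to compound by pintool overnight at 37 deg C. Rise in yellow fluorescence (Ex 488/Em 500-530, Acumen) marks blocked Vif-driven A3G degradation.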
TrxR1 inh: inhibitors of rat thioredoxin reductase 1; Potency, µM (highest dose often 114 µM), for inactives: top-dose activity change, negative = inhibition, actives largely listed as inhibitors; actives 1% (n = 390,000); recombinant rTrxR1, NADPH fluorescence consumption, selenite substrate; O89049; further: potency means the concentration at half of the fitted maximal effect; on the % scale 0 is the no-effect control and ±100 the full control effect; nearly all actives have a fitted effect of over 65% in size
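Rat TrxR1 (90 nM in the dispensed reagent) was pre-reduced with 400 uM NADPH for 5 min at room temperature, then incubated with compound for 15 min. After 400 uM selenite was added, NADPH fluorescence (Ex 340/Em 450 nm) was followed for 8 min.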
mIDH1 inhibitor: blocks human mutant IDH1 R132H enzyme; actives 0.093% (n = 390,000); Potency, µM (doses to about 76.6 µM), inactives show at the highest dose activity change, negative = inhibition, hits mostly inhibitors; IDH1-R132H enzyme, NADPH consumption, diaphorase/resazurin fluorescence; further: potency means the concentration at half of the fitted maximal effect; on the % scale 0 is the no-effect control and ±100 the full control effect; nearly all actives have a fitted effect of over 65% in size
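IDH1-R132H (0.5 ug/mL) preincubated 30 min with compound, then NADPH (0.016 mM) and alpha-KG (2 mM) added; 80 min at RT, pH 7.5. Remaining NADPH coupled via diaphorase/resazurin to fluorescence (540/590 nm); concentration-response curves normalized to no-enzyme control.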
USP1-UAF1 inh: inhibitors of human USP1/UAF1 deubiquitinase; O94782; recombinant USP1/UAF1, Ub-Rhodamine cleavage fluorescence; Potency, µM (series often up to 57.1 µM), inactives show top-dose activity change, negative = inhibition, most hits filed as inhibitors; actives 0.23% (n = 390,000); further: potency means the concentration at half of the fitted maximal effect; on the % scale 0 is the no-effect control and ±100 the full control effect; nearly all actives have a fitted effect of over 60% in size; inactives centre near -12
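High-throughput fluorogenic screen: 1nM USP1/UAF1 complex, Ub-Rho substrate 150nM final, 50mM HEPES pH 7.8 with 0.5mM EDTA, 0.1 mg/ml BSA, 1mM TCEP and 0.01% Tween-20.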
GRP78 ERSR act: inducers of ER stress response in human glioma cells; U87-MG GRP78 promoter luciferase reporter, 16 h; Potency, µM, for inactives: at the highest dose activation, actives largely listed as activators; actives 0.02% (n = 420,000); AID 602332; further: potency means the concentration at half of the fitted maximal effect; series mostly up to about 76 µM; % of control where 0% means no effect; nearly all actives have a fitted effect of over 35% in size
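ERSR induction read as luciferase luminescence (Bright-Glo, 10 min at room temperature) in stably transfected human U87-MG glioma cells exposed to compounds for 16 h, using GRP78 as sensor.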
RGS4 inhibitor: inhibitors of human regulator of G protein signaling 4. Transcreener GDP fluorescence polarization, RGS4-accelerated GTP hydrolysis. Potency, µM (highest dose often 114 µM), inactives show at the top dose activity change, negative = inhibition, usual class: inhibitors. AID 504845. P49798. actives 0.039% (n = 390,000); further: potency means the concentration at half of the fitted maximal effect; on the % scale 0 is the no-effect control and ±100 the full control effect; nearly all actives have a fitted effect of over 75% in size; some results filed as inactive show a strong effect at the top dose
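MLSMR compounds (23 nl, pin-transferred) preincubated 10 min at room temperature with a 500nM (2x) first reagent, then RGS4 at 900nM (2x) plus Transcreener GDP mix added; fluorescence polarization (620/688 nm) read before and after 90 min at 30 °C.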
LDHA block: blocks human lactate dehydrogenase A | P00338 | purified LDHA, NADH/diaphorase-resazurin fluorescence; stronger effect = lower value | activity change, % (values are at about 110 or 230 µM) | actives 0.15% (n = 480,000) | AID 1347041; in the data active means activity change below about -30%; inconclusive means mostly about -25% to -30%;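 further: plate controls were DMSO wells for no effect and wells without enzyme for full effect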
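Enzyme activity of human lactate dehydrogenase 5 (2 nM; 0.06 mM NADH, 0.2 mM pyruvate, 5 min, RT) is measured via a resazurin/diaphorase fluorescence readout of residual NADH.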
Vif-A3F inh: blocks the Vif interaction with APOBEC3F | Potency, µM (highest dose often 46.1 µM), without a hit: at the top dose activity, negative = active | HeLa A3F-eYFP + Vif (tagged APOBEC3F with the HIV-1 protein that degrades it), YFP fluorescence increase | actives 0.2% (n = 390,000); further: potency means the concentration at half of the fitted maximal effect; % of control where 0% means no effect; nearly all actives have a fitted effect of over 65% in size
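HeLa cells stably expressing Vif plus C-terminally eYFP-tagged A3F were seeded, incubated overnight at 37 deg C, dosed with compound, incubated overnight again at 37 deg C. Yellow fluorescence (Ex 488/Em 500-530) reported blocked Vif-mediated A3F-eYFP degradation.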
An asterisk follows results filed as active; ? = inconclusive; · = no result given; & = joins results of further samples; [ ] = remark or other dose. Unless noted, the call rests on the fitted dose curve; in most records, active means well fitted curve in the direction sought with a large enough effect; inconclusive means small, poorly fitted or top-dose-only effect, or another doubt; inactive means no such curve, though single readings can be large; an effect the other way counts as inactive or inconclusive.

SMILES,TrxR1 inh,Vif-A3G inh,GRP78 ERSR act,Vif-A3F inh,RGS4 inhibitor,USP1-UAF1 inh,LDHA block,mIDH1 inhibitor,TrxR1 substrate
CN(C)CCN1C(=O)C(=O)/C(=C(/O)c2ccc(OCc3ccccc3)cc2)C1c1ccncc1 (stereo unspecified),-4%,4%,1%,-25%,-6%,-11%,-5,0%,-6%
CN=C1C=C/C(=N/N=c2\ccn(O)cc2C)C=C1C,-4%[57.1 µM],5%,-3%,5%,-34%,?,3,5%,-5%[57.1 µM]
COc1ccc(-c2ccc(C(C)=O)cc2)cc1C1C2C=CCC(C)C2C(=O)N1Cc1ccccc1 (stereo unspecified),-3%,1%,-3%,·,-5%,·,·,·,6%
C=CCn1c(SCC(=O)O)nnc1-c1ccc(C(C)(C)C)cc1,27%[57.1 µM],0%,-5%,-12%,-10%,-19%,-1,5%,4%[57.1 µM]
Cc1sc2nc(CSCC(=O)N(C)CC(=O)Nc3ccc(F)cc3)[nH]c(=O)c2c1C,6%,0%,0%,-28%,-17%,-8%,-5,-2%,-7%
Cc1ccc2c(c1)-c1ncc(C(=O)c3ccccc3O)cc1CO2,14%,-3%,1%,-4%,-21%,-21%,3,2%,2%
CCOC(=O)c1sc(Nc2cccc(Cl)c2)nc1C,12%[57.1 µM],-10%,7%,-13%,25%,0%,-9,1%,1%[57.1 µM]
CCC(Sc1nc2ccccc2s1)C(=O)Nc1cc(C)on1 (stereo unspecified),-2%[57.1 µM],2%,1%,4%,-10%,-13%,-6,5%,-11%
CC(=O)N1c2ccc(S(=O)(=O)NCC3CCC(C(=O)NC4CCC(C)CC4)CC3)cc2CC1C (stereo unspecified),69%,4%,-3%,-9%,9%[11.4 µM],-8%,-1,?,22%
O=C(O)CCCCC1CCSS1 (stereo unspecified),-4%,1%,?,5%,-5%,-8%,-9,-10%,-4%
NC(=O)c1cccc2c1-c1ccccc1/C2=N/NC(N)=S,-19%,7%,-3%,-11%,-47%,-14%,-3,5%,-3%
O=C(NCCC1=CCCCC1)C1CCCN(S(=O)(=O)c2ccc(F)cc2)C1 (stereo unspecified),-9%,3%,-3%,-1%,21%,4%,-10,1%,-2%
O=C(Nc1nnc(S(=O)(=O)N2CCOCC2)s1)c1ccccc1,-2%[57.1 µM],-1%,1%,-3%,-42%,-19%,0,23%,-5%[57.1 µM]
CCOC(=O)c1ccccc1NC(=O)Cn1cnc2c(cnn2C(C)(C)C)c1=O,-7%,-1%,-5%,-9%,21%,-14%,-5,7%,-6%
COc1cccc(NC(=O)Cn2cc(C#N)c3ccccc32)c1,10%[57.1 µM],1%,0%,4%,-11%,-1%,2&-6,0%,13%[57.1 µM]
Cc1cccc(C)c1NC(=O)c1oc2ccc3c(c2c1C)C(=O)CC(C)(C)O3,-7%,1%,2%,-8%,7%,-14%,-9,-6%,-5%
OCCC1CN(Cc2cccn2-c2ccccn2)CCN1C1CCCC1 (stereo unspecified),-8%,3%,0%,-1%,30%,-23%,-8,-12%,-5%
CCOC(=O)c1cc(CC)sc1NC(=O)COc1ccc2c(C)cc(=O)oc2c1,-12%,-1%,-3%,-11%,4%,-16%,-9,5%,23%
COc1ccccc1CNC(=O)COC(=O)Cc1ccsc1,-2%[57.1 µM],-2%,-2%,6%,2%,10%,-6,-4%,2%[57.1 µM]
O=C(NCc1ccccn1)C1(C(F)(F)F)C/C(=C\Cc2ccccc2)CCCO1 (stereo unspecified),-12%,-4%,-4%,·,31%,·,·,·,13%
O=C(CCn1nc(-c2ccc(Cl)cc2)ccc1=O)N1CCN(c2ccc(F)cc2)CC1,7%,1%,-1%,-1%,-9%,-26%,-7,-5%,-5%
COc1ccc(-c2cc3nc(C)c(C)c(N4CCN(C(=O)c5ccoc5)CC4)n3n2)cc1,·,-5%,-2%,8%,·,8%,-1,-9%,·
O=C(CSCc1ccccc1)NNc1c(F)c(F)cc(F)c1F,1%[57.1 µM],0%,-2%,10%,-15%,-12%,0,3%,-4%[57.1 µM]
Cc1nn(-c2ccc(C(=O)N3CCN(S(=O)(=O)c4ccccc4C(F)(F)F)CC3)cc2)c(C)c1Cl,8%,-7%,8%,2%,3%,-4%,-7,-16%,-8%
Cc1ccc(C(=O)NCC(=O)OCc2cc(=O)n3ccsc3n2)cc1,9%[57.1 µM],3%,-3%,0%,2%,-7%,-4,7%,7%[57.1 µM]
Cc1ccc(-c2nnc(SCc3nc(N)nc(Nc4ccccc4C)n3)n2N)cc1,-1%[57.1 µM],0%,1%,1%,-2%,-13%,0,1%,-1%
NS(=O)(=O)c1cccc(NC(=O)CSc2ccccn2)c1,0%,-6%,2%,11%,-20%,-15%,-1,2%,3%
C/C=C(\C)C(=O)Nc1cccc(C2=NOC3(C2)C[C@H](C(N)=O)N(C(=O)c2cc([N+](=O)[O-])cc([N+](=O)[O-])c2)C3)c1 (stereo partly specified),18%,-7%,-1%,-8%,9%,-27%,7,0%,10%
OCc1cn(-c2ccccc2)nc1-c1ccc(-c2nn(-c3ccccc3)cc2CO)cc1,19%[57.1 µM],-2%,-2%,0%,12%,7%,-10,6%,20%[57.1 µM]
Cc1c(-n2cc(C(=O)c3cc(Br)ccc3O)cc(C#N)c2=O)c(=O)n(-c2ccccc2)n1C,?,-14%,-1%,-13%,-15%,?,-1,-6%,-10%
COC(=O)C(C)SC1=N/C(=C/c2ccc(-n3cncn3)cc2)C(=O)N1 (stereo unspecified),-14%,1%,-2%,-4%,-21%,-23%,-1,9%,-13%
COc1cc(OC)cc(N2CC(C)(C)C2=O)c1,14%[57.1 µM],0%,6%,-1%,?,2%,-10,2%,-3%[57.1 µM]
CCOc1ccc(CC(=O)Nc2ccc(NC(=O)c3ccco3)cc2)cc1OCC,11%[57.1 µM],2%,-4%,6%,-12%,-17%,-2,-4%,10%
CCOC(=O)N1CCC(N(CCN(C)C)C(=S)Nc2cccc(Cl)c2C)CC1,-11%,2%,-1%,-4%,-25%,-18%,-9,-8%,-6%
CC1CCCCC12NC(=O)N(CC(=O)N1CCN(c3ncccn3)CC1)C2=O (stereo unspecified),22%,1%,-4%,-1%,-12%,-4%,0,5%,4%
Cc1nc(CNS(=O)(=O)c2ccc3ccccc3c2)cs1,8%[57.1 µM],3%,-5%,2%,-48%,3%,-3,7%,5%[57.1 µM]
O=C(CN(CC(=O)N1CCOCC1)S(=O)(=O)c1ccc(Br)s1)N1CCOCC1,-1%[57.1 µM],1%,-5%,-1%,-38%,-8%,-4,-4%,13%[57.1 µM]
O=C(O)CCC(=O)Nc1ccc(C(=O)OC2CCCCC2)cc1,6%[2.29 µM],-4%,-10%,-8%,3%,-7%,-8,-1%,7%[2.29 µM]
Cc1cc2oc(=O)c(CC(=O)O)c(C)c2c2occ(C(C)(C)C)c12,23%,-11%,-1%,1%,-36%[56.9 µM],-22%,-4,-6%,92%[activator]
O=C(CC1c2ccccc2Oc2ccccc21)Nc1ccccc1C(F)(F)F,9%,0%,-7%,8%,-22%,-16%,-6,1%,-1%
N[C@@H](Cc1cc(I)c(Oc2cc(I)c(O)c(I)c2)c(I)c1)C(=O)O,?,3%,-1%&-4%,1%,-15%,-26%,-10,-7%,-13%
O=C(Nc1ccnn1C1CCN(C(=O)c2cccc(Cl)c2)CC1)C1CC1,-5%,1%,4%,4%,-15%,-18%,0,7%,4%
COc1ccc(OCCNS(=O)(=O)c2ccc3oc4ccccc4c3c2)cc1,1%,1%,-3%,0%,12%[11.4 µM],-8%,-6,0%,6%[57.1 µM]
Cc1cc(NS(=O)(=O)c2ccc(NC(=O)Nc3cccc(C(F)(F)F)c3)cc2)no1,-2%,3%,-3%,8%,1%,-9%,-4,0%,-8%
COc1cccc(Cn2cc(S(=O)(=O)c3ccc(C)cc3)c(=O)c3cc4c(cc32)OCO4)c1,3%,-5%,1%,-5%,6%,-2%,-4,-9%,0%
O=C(Cc1c[nH]c2ccccc12)NCc1ccc(Cl)cc1,7%,?,0%,-9%,5%,-18%,-1,-5%,-5%
Cc1ccc(NC(=O)Cc2nc(-c3c[nH]c(C(=O)N4CCCC4)c3)cs2)c(C)c1,-5%,-3%,-3%,-4%,-45%,-25%,4&6,-5%,3%
CC(=O)N1c2ccc(S(=O)(=O)N3CCC(C(=O)NC4CCCCC4C)CC3)cc2CC1C (stereo unspecified),8%,-3%,-5%,4%,4%,?,-4,0%,1%

Some of the compounds tested (hit frequency here may not be typical).
